Source: PubChem BioAssay
CHRM5 antagonist – human M5 muscarinic receptor antagonists, primary screen, CHO cells, Fluo-8 calcium fluorescence | Muscarinic acetylcholine receptor M5 (Homo sapiens), P08912 | CHO-hM5 cells, ACh EC80 | inhibition, % at 3 µM | 360,000 compounds, 0.59% hits | AID 624040, 2012;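 active = inhibition above a per-plate cutoff, the mean of that plate's test compounds plus 3 SD, cut at about 27% in these data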;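 also: 0% = acetylcholine EC80 with DMSO and 100% = DMSO without agonist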
Target sequence (P08912 whole entry, looked up): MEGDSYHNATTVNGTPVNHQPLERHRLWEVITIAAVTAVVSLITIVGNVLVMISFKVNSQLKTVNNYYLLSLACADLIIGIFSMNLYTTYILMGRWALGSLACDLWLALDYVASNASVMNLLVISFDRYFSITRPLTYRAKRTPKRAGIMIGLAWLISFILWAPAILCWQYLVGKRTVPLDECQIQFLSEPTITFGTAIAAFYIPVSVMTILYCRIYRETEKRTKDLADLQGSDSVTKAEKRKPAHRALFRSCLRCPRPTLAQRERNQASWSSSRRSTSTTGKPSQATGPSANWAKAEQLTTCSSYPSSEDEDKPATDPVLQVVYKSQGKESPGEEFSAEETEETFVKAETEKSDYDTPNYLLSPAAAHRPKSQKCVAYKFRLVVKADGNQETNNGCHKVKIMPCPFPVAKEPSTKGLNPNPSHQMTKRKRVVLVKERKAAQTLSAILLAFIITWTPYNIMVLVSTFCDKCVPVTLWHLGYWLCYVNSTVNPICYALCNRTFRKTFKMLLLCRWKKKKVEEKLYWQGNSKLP
CHO-K1 Ca antag – M1 antagonist counterscreen hit in parental CHO-K1 cells; AID 602250; 360,000 compounds, 0.6% hits; ATP-induced calcium, Fluo-8 fluorescence; inhibition, % at 3 µM;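 active = inhibition above a per-plate cutoff, the plate's mean sample inhibition plus 3 SD, cut at about 24% in these data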;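 also: 0% = DMSO plus EC80 ATP and 100% = DMSO alone without ATP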
M5 PAM – human M5 muscarinic receptor positive allosteric modulators, primary screen, CHO-K1 cells, Fluo-8 calcium fluorescence | 360,000 compounds, 0.3% hits | AID 624038, 2012 | CHO-K1 hM5, ACh EC20 PAM; 0% = ACh EC20, 100% = ACh EC100 | Muscarinic acetylcholine receptor M5 (Homo sapiens), P08912 | activation, % at 3 µM;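 active = activation above the run cutoff, the mean activation of all test compounds plus 3 SD, cut at about 18% in these data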
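System: CHO-K1 cell line with stable human muscarinic M5 receptor expression | Also added: EC20 acetylcholine as agonist stimulus | Compound: One concentration, 3 µM final (nominal) | Timing: Fluo-8 loading 80 min at 37 °C plus 30 min room temperature | Measured by: Fluo-8 calcium dye fluorescence, kinetic read | Read-out basis: % activation, ACh-normalized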
CHRM4 agonist – human M4 muscarinic receptor agonists, primary screen, CHO-K1 cells, Fluo-8 calcium fluorescence. Muscarinic acetylcholine receptor M4 (Homo sapiens), P08173. CHO-K1 hM4/Gqi5; vehicle 0%, full acetylcholine response 100%. activation, % at 3 µM. 360,000 compounds, 0.14% hits. AID 624127, 2012;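 active = activation above the run mean over all test wells plus 3 SD, cut at about 32% in these data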;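 also: peak over basal fluorescence ratio per well then scaled between controls; 0% = DMSO wells and 100% = acetylcholine at EC100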
Target sequence (P08173 whole entry, looked up): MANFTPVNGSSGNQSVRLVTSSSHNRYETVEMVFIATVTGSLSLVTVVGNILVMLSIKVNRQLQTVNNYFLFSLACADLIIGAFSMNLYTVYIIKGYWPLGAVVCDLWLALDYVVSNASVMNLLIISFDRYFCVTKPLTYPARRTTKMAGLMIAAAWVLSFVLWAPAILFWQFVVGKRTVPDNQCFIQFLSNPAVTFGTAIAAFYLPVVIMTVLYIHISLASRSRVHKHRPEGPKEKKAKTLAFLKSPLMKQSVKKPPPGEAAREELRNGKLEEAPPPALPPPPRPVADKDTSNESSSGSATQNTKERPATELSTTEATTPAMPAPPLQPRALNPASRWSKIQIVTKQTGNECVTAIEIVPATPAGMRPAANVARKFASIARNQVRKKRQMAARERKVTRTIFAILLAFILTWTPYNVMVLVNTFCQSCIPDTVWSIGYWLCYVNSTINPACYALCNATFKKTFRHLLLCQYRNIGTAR
M1 ag parental – counter-screen for M1 agonists: effect in parental CHO-K1 cells; Fluo-8 calcium fluorescence; scaled to maximal ATP response, vehicle zero; activation, % at 3 µM; 360,000 compounds, 0.48% hits; AID 602248, 2012; in the data active = activation above about 15%;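 also: untransfected CHO-K1 host cells lacking M1 receptor as counterscreen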
CHRM5 agonist – human M5 muscarinic receptor agonists, primary screen, CHO-K1 cells, Fluo-8 calcium fluorescence; Muscarinic acetylcholine receptor M5 (Homo sapiens), P08912; CHO-K1 hM5 cells; 0% DMSO wells, 100% maximal acetylcholine response; activation, % at 3 µM; 360,000 compounds, 0.19% hits;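 active = activation above the run's mean over test compounds plus 3 SD, cut at about 23% in these data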;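 also: signal is peak over basal fluorescence ratio across the kinetic read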
M4 antag – human M4 muscarinic receptor antagonists, primary screen, CHO cells, Fluo-8 calcium fluorescence; Muscarinic acetylcholine receptor M4 (Homo sapiens), P08173; CHO-hM4 cells, ACh EC80; inhibition, % at 3 µM; 360,000 compounds, 0.73% hits;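 active = inhibition above its plate's cutoff, the mean inhibition of sample wells plus 3 SD, cut at about 27% in these data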;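 also: 0% = acetylcholine EC80 with DMSO and 100% = DMSO without agonist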
CHRM4 PAM – human M4 muscarinic receptor positive allosteric modulators, primary screen, CHO-K1 cells, Fluo-8 calcium fluorescence. AID 624126, 2012. Muscarinic acetylcholine receptor M4 (Homo sapiens), P08173. 360,000 compounds, 0.4% hits. activation, % at 3 µM. CHO-K1 hM4/Gqi5, ACh EC20; 0% = ACh EC20, 100% = maximal ACh;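 active = activation above its plate's cutoff, the mean activation of sample wells plus 3 SD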; also: some results filed as inactive read as strong as hits
CHO-K1 Ca PAM – nonselective calcium activators in parental CHO-K1 cells, primary screen, counter-screen for M1 PAM project, cell-based, Fluo-8 calcium fluorescence, full deck, 1536-well. ATP EC20; 0% at ATP EC20, 100% at ATP max. activation, % at 3 µM. 360,000 compounds, 0.02% hits. AID 602247, 2012;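 active = activation above the run cutoff, the mean activation of all test compounds plus 3 SD, cut at about 40% in these data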;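 also: peak over basal fluorescence ratio in a 140 s read after ATP addition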
The depositor's hits bear a star.

#	mol	CHRM5 antagonist	CHO-K1 Ca antag	M5 PAM	CHRM4 agonist	M1 ag parental	CHRM5 agonist	M4 antag	CHRM4 PAM	CHO-K1 Ca PAM
1	O=S(=O)(Oc1ccc(Cl)cc1)c1cccc2cccnc12	0	0	4	-1	0.2	-10	4	-1	-4
2	Cc1nc2ccc(NS(=O)(=O)c3ccc(F)c(C)c3)cc2[nH]1	20	6	-13	3	4.9	-4	7	-4	5
3	Cc1ccc(S(=O)(=O)Nc2ccc3ccccc3c2[N+](=O)[O-])cc1	10	21	-13	7	0.8	-3	-5	-2	-12
4	CCC(C)c1ccccc1NC(=O)C(C)OC(=O)CN1C(=O)NC(C)(C)C1=O (configuration not stated)	6	4	1	1	0.0	3	-14	26*	-17
5	CCC(C)Sc1ccc([C@@H]2[C@@H]3C(=O)N(CC)C(=O)[C@@H]3[C@]3(C(=O)OC)CCCCN23)cc1 (some centres not stated)	2	-11	-1	0	-0.6	2	-7	10	16
6	COc1ccc(NC(=O)C2CCN(S(=O)(=O)c3ccc4c(c3)NC(=O)C(C)S4)CC2)cc1 (configuration not stated)	16	2	-7	12	5.7	0	3	-11	-15
7	CN=C1SC(CC(=O)Nc2ccc(C(=O)O)cc2)C(=O)N1C (configuration not stated)	-5	-10	3	1	0.0	2	1	-1	17
8	N#CC1=C(N)Oc2cc(N)ccc2C1c1ccccc1 (configuration not stated)	4	-12	4	2	1.9	4	-4	-2	18
9	CCC1(c2ccccc2)NC(=O)N(CC(=O)Nc2ccc(N3CCOCC3)cc2)C1=O (configuration not stated)	12	19	-19	0	-0.1	1	13	1	-19
10	Cc1ccc(/C(O)=C2\C(=O)C(=O)N(C)C2c2cccc([N+](=O)[O-])c2)cc1 (configuration not stated)	6	-4	2	0	1.0	3	-4	-4	5
11	O=C(c1ccco1)N1CCN(Cc2ccc(Cl)cc2)CC1	-10	-16	3	2	0.0	-2	-12	7	16
12	O=C(NNc1ccc(C2CCCCC2)cc1)C(O)(c1ccccc1)c1cccs1 (configuration not stated)	6	-11	-2	-1	-0.5	3	-5	8	15
13	CCOC(=O)c1[nH]c(C)c(/C(O)=C2\C(=O)C(=O)N(CCCN3CCOCC3)C2c2cccnc2)c1C (configuration not stated)	1	0	2	0	19*	0	6	6	11
14	Cc1ccc2nc(-c3ccc(Cl)cc3)c(CC3CCCCC3)n2c1	8	2	-1	0	7.8	-2	-5	2	6
15	CCN(CC)C(=O)CSc1nnc(-c2cccc(OC)c2)o1	2	-8	-2	1	1.5	-1	8	4	18
16	COc1ccc(/C=N\NC(=O)c2ccccc2F)cc1COc1ccc(F)cc1	11	1	8	2	1.4	-3	-5	11	3

Entries of single compounds from above.
Profile of Cc1nc2ccc(NS(=O)(=O)c3ccc(F)c(C)c3)cc2[nH]1 : CHRM5 antagonist = 20; CHO-K1 Ca antag = 6; M5 PAM = -13; CHRM4 agonist = 3; M1 ag parental = 4.9; CHRM5 agonist = -4; M4 antag = 7; CHRM4 PAM = -4; CHO-K1 Ca PAM = 5
Profile of Cc1ccc(S(=O)(=O)Nc2ccc3ccccc3c2[N+](=O)[O-])cc1 : CHRM5 antagonist = 10; CHO-K1 Ca antag = 21; M5 PAM = -13; CHRM4 agonist = 7; M1 ag parental = 0.8; CHRM5 agonist = -3; M4 antag = -5; CHRM4 PAM = -2; CHO-K1 Ca PAM = -12

The results go on.
#	mol	CHRM5 antagonist	CHO-K1 Ca antag	M5 PAM	CHRM4 agonist	M1 ag parental	CHRM5 agonist	M4 antag	CHRM4 PAM	CHO-K1 Ca PAM
17	Cc1nc2ccc(S(=O)(=O)NCC(=O)Nc3ccc(F)cc3)cc2s1	-7	-4	-3	3	1.1	4	0	0	-8
18	N#CCCn1cc(/C=N/O)c(-c2ccc(F)cc2)n1	0	7	1	1	-0.1	1	3	2	0
19	COc1ccc(-c2nnc3ccc(SCC(=O)N4CCN(c5ccccc5)CC4)nn23)cc1	19	-11	-5	3	2.4	-2	-3	-3	13
20	Cc1ccc(S(=O)(=O)N2CCOCC2)cc1C(=O)N1CCN(c2ncccn2)CC1	5	6	3	6	0.9	2	-3	12	9
21	COc1ccccc1-n1cc(-c2ccccc2)c2c(=S)nc[nH]c21	3	-8	2	1	3.1	2	1	0	19
22	O=C(NC(=S)Nc1cc(Cl)ccc1N1CCOCC1)c1ccccc1[N+](=O)[O-]	5	15	2	1	0.1	-6	-1	2	-8
23	Cc1cc(C)cc(NC(=O)[C@H](NC(=O)[C@@H]2Cc3ccccc3CN2)c2ccccc2)c1	2	1	5	2	2.3	0	-3	-1	1
24	CN(Cc1ccccc1)S(=O)(=O)c1ccc2c(c1)CCC(=O)N2	5	-9	-3	10	5.6	1	-3	-15	-2
25	CC1(C)CC(N2CN(C3CCCCC3)CC2=O)CC(C)(C)N1	6	12	-5	0	0.2	2	1	6	-5
26	Cc1ccsc1CN(C(=O)c1ccc([N+](=O)[O-])cc1)C1CCS(=O)(=O)C1 (configuration not stated)	15	6	-4	1	-0.1	-4	3	-4	7
27	CCOc1ncccc1C(=O)OCC(=O)c1cc(OC)ccc1OC	10	-12	-5	6	2.4	2	-1	-9	12
28	O=C(Nc1nncs1)c1ccccc1NS(=O)(=O)c1cccs1	0	6	-3	0	0.1	2	14	-3	-7
29	O=C(NCCCNCc1ccccc1)c1ccc(/C=N/O)nc1	4	-4	-2	0	5.4	0	0	1	17
30	Cc1ccc(C)c(NC(=O)CN2C(=O)COc3ccc(S(=O)(=O)N4CCCC4)cc32)c1	5	-10	-1	0	0.6	-4	4	0	9
31	Cc1cc(C)cc(NC(=S)N2CCN(c3ncc(C(F)(F)F)cc3Cl)CC2)c1	0	0	8	0	0.9	5	-3	3	5
32	CCCNC(=O)c1ccccc1NC(=O)Cc1ccc(OC)c(S(=O)(=O)N2CCOCC2)c1	3	-1	-4	3	2.2	2	-1	-4	5
33	O=C(/C=C/[C@H]1O[C@@H](n2cnc3c(NC(=O)c4ccccc4)ncnc32)[C@H](O)[C@@H]1O)NCC1CCCCC1	-5	3	-2	0	0.6	3	-5	5	16
34	COc1ccccc1/C=C1\SC(=O)N(CCC(=O)N2CCCCC2CCO)C1=O (configuration not stated)	-3	-9	-3	14	5.4	0	-3	-6	-2
35	O=[N+]([O-])c1cc(C(F)(F)F)ccc1NCCCCNS(=O)(=O)c1ccc(Cl)cc1	0	1	4	2	2.1	0	-4	15	16
36	O=C(/C=C/c1cccs1)N1CCc2ccccc21	0	-12	-5	-1	-0.6	-5	-6	-6	23
37	Cc1ccc(-c2ccc(=O)n(CC(=O)NCCN3CCCCC3C)n2)cc1 (configuration not stated)	1	-2	-1	-2	-1.2	-6	-2	-4	-6
38	Cc1cccc(-c2cc3nc4c(c(N5CCOCC5)n3n2)CCCC4)c1	2	-2	-4	-1	0.6	-3	-4	3	-5
39	COc1ccc(N(CC(=O)N/N=C/c2ccc(OC3CSC3)cc2)S(=O)(=O)c2ccccc2)cc1	-2	4	-2	0	-0.3	0	11	0	10
40	Cc1sc2ncnc(N3CCC(C(=O)NNC(=O)c4ccccc4Cl)CC3)c2c1C	12	1	-6	14	8.2	1	-5	-4	3

Taken from above:
Value for #22 in CHRM5 agonist: -6
Value for #35 in CHRM4 agonist: 2
Value for #19 in CHRM4 PAM: -3

(continued)
#	mol	CHRM5 antagonist	CHO-K1 Ca antag	M5 PAM	CHRM4 agonist	M1 ag parental	CHRM5 agonist	M4 antag	CHRM4 PAM	CHO-K1 Ca PAM
41	O=C(Cn1cnc2ccccc21)NCc1ccccc1	9	-16	-8	4	3.9	4	-10	0	17
42	COCCCNC(=O)CC1C[C@H](C(=O)N2CCCCC2)[C@@]2(CCc3ccccc3)c3[nH]c4ccc(OC)cc4c3CCN2C1=O (some centres not stated)	-6	7	1	0	-0.3	0	-11	2	-13
43	Cc1ccc(C(=O)CCC(=O)NCc2ccc(Cl)cc2)cc1	0	-7	3	-1	-1.2	-2	5	5	-1
44	CCCCC(=O)Nc1ccnc(-c2cccnc2)n1	-2	-13	-1	3	2.8	1	9	3	11
45	COc1ccc(-n2c(=O)c(CCC(=O)N3CCC(C)CC3)nc3ccccc32)cc1	0	-8	3	2	0.2	-1	-6	6	-9
46	COc1ccc(-c2cc(C(=O)Nc3ccc(C(N)=O)cc3)c3ccccc3n2)cc1OC	24	7	-17	11	4.0	-1	9	-11	14
47	CC(C)NC(=O)CSc1nc2sccc2c(=O)n1-c1ccccc1	1	-6	1	1	-0.9	-4	-7	-3	3
48	Cc1ccc(C(=O)CCS(=O)(=O)c2ccc(F)cc2)cc1	11	-8	-9	2	2.6	-3	-13	-4	1
49	Cc1ccc(C(=O)N/N=C/c2ccc(OC(=O)c3ccccc3Cl)cc2)cn1	13	-2	-10	23	6.3	5	3	-10	-11
50	Cc1ccc(NC(=S)N2CCC(NC(=O)C3CCCCC3)CC2)cc1C	3	-18	3	2	0.5	-3	-14	5	17
51	COc1ccc(-c2cc(NC=O)c3ncc(-c4cnn(C)c4)n3c2)cc1	-2	-2	1	2	1.8	1	8	-1	3
52	COc1ccc(CNCCC(c2ccc(F)cc2)c2ccc(OC(C)C)cc2)cc1OC (configuration not stated)	-6	-16	12	17	2.6	5	13	-2	28
53	Cc1nc2scc(-c3cccs3)c2c(=O)n1-n1cccc1	1	-9	-2	0	0.4	-2	-3	4	20
54	Cc1ccc(C(C)C)c(OCC(=O)N2CCN(c3ncccn3)CC2)c1	5	-12	-11	3	1.1	-2	6	1	7
55	COc1ccc(C2CC(c3ccccc3)=NN2C(=O)COC(=O)c2ccc(Cl)nc2)cc1 (configuration not stated)	2	-2	2	2	-0.4	-2	-2	5	9
